Spn MK inh: S. pneumoniae mevalonate kinase inhibition; purified MK, PK/LDH-coupled NADH absorbance 340 nm; inhibition, % at 10 µM; 65,000 tested, 0.48% active; AID 555;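 active means ranked among the strongest by inhibition in the single 10 µM screen, a fixed top-ranked set picked for dose follow-up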; further: no value below 0 was filed
LYP phosphatase: inhibition of human PTPN22 tyrosine phosphatase – biochemical, DiFMUP fluorescence, recombinant catalytic domain, 10 µM, primary screen (AID 606); inhibition, % at 10 µM; hits with a dose series show IC50 in µM; recombinant LYP catalytic domain, DiFMUP fluorescence; higher % means a stronger effect; 52,000 tested, under 10 active;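 active means IC50 under 40 µM in the dose-response test; inactive means IC50 of 40 µM or more, or never dose-tested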
Spn PMK inh: S. pneumoniae PMK inhibition; inhibition, % at 10 µM; AID 539; 65,000 tested, 0.49% active; purified PMK, PK/LDH-coupled NADH absorbance 340 nm;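 active means top-ranked compounds by inhibition in the single 10 µM screen, taking a fixed number of the strongest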;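 further: 0% = full reaction with DMSO carrier and 100% = background rate without enzyme reaction; no value below 0 was filed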
HT1080 viability: HT1080 cell viability loss – fluorescence readout (AID 620); HT1080 viability, fluorescence; higher % means a stronger effect; cytotoxicity, % at 10 µM; hits with a dose series show EC50 in µM; 87,000 tested, 0.42% active;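 further: cells exposed to compound overnight then 4 h with Alamar Blue; 0% = vehicle DMSO and 100% = killing control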
HPDE-C7 cytotoxicity: cytotoxicity in HPDE-C7 cells, cell-based, fluorescence, HTS (AID 430); 63,000 tested, 1.8% active; HPDE-C7 pancreatic duct cells viability, fluorescence; higher % means a stronger effect; cytotoxicity, % at 10 µM; hits with a dose series show EC50 in µM;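 further: cells exposed to compound for 48 hours before viability readout; 0% = vehicle and 100% = reference cytotoxic drug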
Bfl-1 inhibitors: Bfl-1 inhibitors, primary screen, biochemical, fluorescence polarization, FITC-Bid, mouse (AID 432) | FITC-Bid BH3 peptide fluorescence polarization displacement; higher % means a stronger effect | 64,000 tested, 0.02% active | one-dose displacement, % at 20 µM; IC50 in µM for titrated hits; in the data active means a potency from the dose series; inactive means the rest, 99 in 100 with displacement below about 15%; further: strong numbers were not always called active
KRASV12 cytotoxicity: cytotoxicity in KRAS-transformed pancreatic duct cells, primary screen, cell-based, fluorescence, HTS (AID 431); HPDE-C7K KRASV12 cells, Alamar Blue viability, 48 h; higher % means a stronger effect; cytotoxicity, % at 10 µM; hits with a dose series show EC50 in µM; 63,000 tested, 1.7% active;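 active means compounds whose percent cytotoxicity in the single-dose primary screen, scaled between solvent and toxic-drug controls, exceeds 50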;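 further: 0% = DMSO solvent wells and 100% = doxorubicin-treated wells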
Alkaline phosphatase: human TNAP enzyme inhibitors, biochemical, luminescent (AID 518). purified TNAP enzyme, luminescent substrate readout; higher % means a stronger effect. inhibition, % at 20 µM, or IC50 in µM where a hit was titrated. 64,000 tested, 0.09% active; in the data active means a potency from the dose series; inactive means the rest, 99 in 100 with inhibition below about 22%;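 further: plate controls were vehicle for no effect and reference inhibitor for full effect; many of its hits are not listed in these tables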
DPM-DC inhibit: blocks S. pneumoniae diphosphomevalonate decarboxylase | AID 556 | 65,000 tested, 0.49% active | calls only at 10 µM | purified DPM-DC, PK/LDH coupled NADH fluorescence;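 active means the 320 compounds with the highest percent inhibition in the single-dose primary screen, excluding strongly autofluorescent ones, cut at about 32% in these data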;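 further: kinetic rate of NADH fluorescence loss reporting ADP formed by the decarboxylase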
Spn PMK inh pilot replicates: also measured in Spn PMK inh; calls as there; inhibition, %; measured here: pilot screen replicates
Spn MK inh pilot replicates: further read-out of Spn MK inh, marked with its call; inhibition, %; measured here: pilot screen replicates
DPM-DC inhibit pilot screen %: recorded beside DPM-DC inhibit, whose call it bears; inhibition, %; measured here: pilot screen trials
Starred values were filed as active, the others as inactive; i = inactive; . = not tested or not shown. Unless noted, no stated cut-off is given here; in the data, active means cytotoxicity above about 50%; inactive means the rest.

SMILES | Spn MK inh | LYP phosphatase | Spn PMK inh | HT1080 viability | HPDE-C7 cytotoxicity | Bfl-1 inhibitors | KRASV12 cytotoxicity | Alkaline phosphatase | DPM-DC inhibit | others
CCN(CC)S(=O)(=O)c1cccc(-c2nnc(SCC(=O)c3cc(C)n(C4CC4)c3C)o2)c1 | 5.0 | . | 16.0 | -2.5% | 3.3% | 2.8% | 2.4% | 4.1% | i
O=C(CCn1c(=O)sc2ccccc21)Nc1nccs1 | 3.0 | 14.9% | 0.0 | 3.8% | 3.3% | 1.7% | -0.1% | 14.9% | i | Spn PMK inh pilot replicates=5.0;Spn MK inh pilot replicates=5.0;DPM-DC inhibit pilot screen %=1.5
COC(=O)CSC1=C(C#N)C(c2ccccc2F)CC(=O)N1 (stereo not given) | 6.0 | 7.4% | 15.0 | -13.8% | 9.4% | 1.7% | 0.6% | 1.1% | i
COCCn1nnnc1C(CC(C)C)N1CCN(C(=O)c2ccco2)CC1 (stereo not given) | 10.0 | 6.9% | 14.0 | -4.1% | -5.2% | -10.7% | -11.0% | 4.5% | i
FC(F)(F)c1cc(-c2ccccc2)nc(N2CCCCCC2)n1 | 9.0 | 15.3% | 5.0 | -5.2% | -1.3% | -0.5% | 6.6% | 14.6% | i
COC(=O)C1=C(N)Oc2cc(C)n(Cc3cccnc3)c(=O)c2C1c1ccc(OC)c(OC)c1OC (stereo not given) | 4.0 | 6.1% | 4.0 | -3.3% | -4.7% | 1.4% | -12.3% | 6.8% | i
COC(=O)c1ccc(C(=O)OC)c(NC(=O)c2cc3ccccc3o2)c1 | 0.0 | . | 6.0 | -5.4% | 9.1% | -7.9% | 2.3% | 11.5% | i
Cc1nn(CC(O)COc2ccc3c(c2)CCC3)c(C)c1C (stereo not given) | 8.0 | 11.4% | 3.0 | -1.5% | 6.0% | -6.9% | 2.9% | 8.2% | i
CC(=O)c1cccc(NC(=O)N2CCCC2C(=O)NCc2ccccc2)c1 (stereo not given) | 5.0 | -4.7% | 15.0 | 6.7% | -6.4% | -2.2% | -2.0% | 9.8% | i
CCCSc1nnc(NC(=O)Nc2ccccc2)s1 | 5.0 | 4.3% | 3.0 | 4.9% | 6.3% | -7.1% | -9.2% | 14.1% | i
NC(=O)C1CCCN(S(=O)(=O)c2ccccc2)C1 (stereo not given) | 11.0 | -8.4% | 0.0 | 5.3% | -29.8% | 3.7% | -24.6% | 0.1% | i
CC1CC(C)CN(CCCn2c(=S)[nH]c3ccccc3c2=O)C1 (stereo not given) | 0.0 | -5.9% | 19.0 | . | -6.9% | 3.6% | -1.5% | 13.6% | i
COCCn1c(=NC(=O)CSC(C)=O)sc2cc(OC)ccc21 | 5.0 | -8.6% | 4.0 | -6.1% | -17.6% | 0.4% | -8.5% | 8.1% | i
O=C(NC1CCCCCCC1)c1ccco1 | 14.0 | 9.8% | 9.0 | 5.3% | -8.0% | -5.3% | -2.6% | 1.7% | i
O=C(Nc1nc(-c2ccncc2)cs1)c1ccc(S(=O)(=O)N2CCOCC2)cc1 | 10.0 | 12.0% | 17.0 | 4.8% | 5.2% | 0.2% | -14.9% | 3.6% | i
Cc1c(NS(=O)(=O)c2cccc3nsnc23)c(=O)n(-c2ccccc2)n1C | 3.0 | 8.1% | 9.0 | 3.8% | -6.2% | -9.0% | -10.8% | 6.3% | i
CCOc1ccc(C2C(C(=O)Nc3ccc(F)cc3)=C(C)Nc3nc(CCCO)nn32)cc1 (stereo not given) | 4.0 | 16.4% | 11.0 | -1.0% | -3.1% | -2.3% | 7.1% | 2.9% | i
CCOC(=O)Nc1ccc(S(=O)(=O)NCc2ccccc2)cc1 | 9.0 | 6.8% | 5.0 | 28.5% | -2.1% | -12.2% | -10.2% | 11.7% | i
O=C(CN1C(=O)CSC1=O)Nc1ccccc1N1CCOCC1 | 6.0 | . | 1.0 | 17.4% | -0.9% | -0.5% | -13.7% | -10.3% | i
COc1cc(OC)c(C2C(C#N)=C(N)Oc3cc(C)n(CCCN4CCOCC4)c(=O)c32)cc1OC (stereo not given) | 0.0 | . | 20.0 | 5.4% | -2.1% | 14.0% | -1.9% | 0.2% | i
COc1cccc(-n2c(CNc3ccc(F)cc3)nnc2SCC(N)=O)c1 | 6.0 | -3.4% | 19.0 | 21.2% | -10.8% | 9.8% | 13.6% | 8.9% | i | Spn PMK inh pilot replicates=4.5;Spn MK inh pilot replicates=10.0;DPM-DC inhibit pilot screen %=3.5
CNC(=O)Nc1cc(C(C)(C)C)no1 | 12.0 | 11.6% | 13.0 | -3.6% | -3.3% | -2.3% | 10.0% | 3.4% | i
CSc1nc(-c2ccco2)nn1S(=O)(=O)c1ccccc1 | 2.0 | -1.4% | 1.0 | 1.5% | -1.0% | 1.3% | 1.6% | 9.6% | i
CCC(C)NC(=O)Cn1cnc2sc(C)cc2c1=O (stereo not given) | 6.0 | . | 12.0 | 1.2% | . | . | . | . | i
c1csc(-c2csc(-c3cccs3)n2)c1 | 0.0 | -0.3% | 5.0 | 0.1% | -4.7% | 3.8% | -15.5% | 13.5% | i

4 entries drawn at random from those above, as already listed:
SMILES | Spn MK inh | LYP phosphatase | Spn PMK inh | HT1080 viability | HPDE-C7 cytotoxicity | Bfl-1 inhibitors | KRASV12 cytotoxicity | Alkaline phosphatase | DPM-DC inhibit | others
Cc1nn(CC(O)COc2ccc3c(c2)CCC3)c(C)c1C (stereo not given) | 8.0 | 11.4% | 3.0 | -1.5% | 6.0% | -6.9% | 2.9% | 8.2% | i
COC(=O)CSC1=C(C#N)C(c2ccccc2F)CC(=O)N1 (stereo not given) | 6.0 | 7.4% | 15.0 | -13.8% | 9.4% | 1.7% | 0.6% | 1.1% | i
CCN(CC)S(=O)(=O)c1cccc(-c2nnc(SCC(=O)c3cc(C)n(C4CC4)c3C)o2)c1 | 5.0 | . | 16.0 | -2.5% | 3.3% | 2.8% | 2.4% | 4.1% | i
COc1cc(OC)c(C2C(C#N)=C(N)Oc3cc(C)n(CCCN4CCOCC4)c(=O)c32)cc1OC (stereo not given) | 0.0 | . | 20.0 | 5.4% | -2.1% | 14.0% | -1.9% | 0.2% | i

Carrying on.
SMILES | Spn MK inh | LYP phosphatase | Spn PMK inh | HT1080 viability | HPDE-C7 cytotoxicity | Bfl-1 inhibitors | KRASV12 cytotoxicity | Alkaline phosphatase | DPM-DC inhibit | others
Cc1nn(Cc2ccc(Cl)c(Cl)c2)c(C)c1NC(=O)c1cc(-c2ccco2)on1 | 8.0 | 10.5% | 5.0 | -0.5% | 1.8% | -5.0% | -5.6% | 2.8% | i
CC(C)(C)OC(=O)NC(CCNC=C1C(=O)OC(C)(C)OC1=O)C(=O)O (stereo not given) | 0.0 | 15.9% | 11.0 | 3.2% | 9.3% | -1.3% | 8.2% | 17.5% | i | Spn PMK inh pilot replicates=2.0;Spn MK inh pilot replicates=0.0;DPM-DC inhibit pilot screen %=0.0
COc1ccc(CCNC(=O)CCNS(=O)(=O)c2cccc3nsnc23)cc1OC | 3.0 | -4.5% | 0.0 | -7.5% | -18.1% | 2.1% | -11.6% | 3.3% | i
O=C(Sc1nnc(-c2ccccc2)o1)N1c2ccccc2Sc2ccccc21 | 9.0 | 9.8% | 8.0 | -0.9% | 5.48µM* | -7.0% | 6.64µM* | 9.7% | i
CCN(CC)c1ccc(NC(=O)Cn2cc3c(n2)CCC(C)C3)c(C)c1 (stereo not given) | 7.0 | 0.2% | 6.0 | -0.8% | -5.5% | -5.9% | -4.7% | 10.4% | i
CCOc1ccccc1-n1nnnc1SCc1nc2ccccc2s1 | 0.0 | 9.2% | 4.0 | 5.4% | 22.0% | -4.2% | 35.5% | -0.7% | i
CCOCCn1c(N2CCN(c3ccc(OC)cc3)CC2)nc2c1c(=O)n(C)c(=O)n2C | 0.0 | 11.9% | 10.0 | -9.3% | 40.4% | 1.6% | 33.6% | 3.8% | i
CCCCNC(=O)c1c(N)n(/N=C/c2ccccn2)c2nc3ccccc3nc12 | . | . | . | -0.6% | 50.5%* | 10.0% | 38.1% | 12.4% | .
Cc1ccc(N)cc1-n1c(C)ccc1C | 0.0 | 12.5% | 18.0 | -0.7% | -3.7% | -0.3% | -0.6% | 5.1% | i
Cc1ccc2c(c1)CCCN2C(=O)Nc1ccc2c(c1)OCO2 | 12.0 | . | 2.0 | -2.7% | -8.8% | -0.2% | 9.9% | 15.4% | i | Spn PMK inh pilot replicates=2.5;Spn MK inh pilot replicates=0.0;DPM-DC inhibit pilot screen %=0.0
Clc1ccccc1C1CC(c2ccccc2)Nc2ncnn21 (stereo not given) | 2.0 | 7.7% | 0.0 | 9.8% | -1.3% | -0.3% | 11.2% | 4.4% | i
CCC(CC)C(=O)Nc1cccc(C(=O)N2CCCCCC2)c1 | 3.0 | -1.0% | 3.0 | 2.5% | 2.7% | -7.3% | -12.2% | 4.7% | i
Cc1csc(N(C(=O)c2cccc(S(=O)(=O)N(C)C)c2)c2ccccc2)n1 | 9.0 | 0.7% | 21.0 | 8.6% | 2.6% | -6.0% | -14.7% | 8.3% | i
COc1cccc(Oc2cncnc2-c2ccc(OC)cc2O)c1 | 5.0 | 13.4% | 4.0 | -2.1% | 20.3% | 0.1% | 21.1% | 12.8% | i
COC(=O)c1ccccc1OCC(=O)NC1CCCCC1 | 0.0 | 0.7% | 8.0 | -4.4% | -8.9% | -4.6% | -7.6% | 8.1% | i | Spn PMK inh pilot replicates=0.5;Spn MK inh pilot replicates=0.0;DPM-DC inhibit pilot screen %=0.0
COCC(=O)N(Cc1nc2ccccc2c(=O)[nH]1)Cc1cccs1 | 2.0 | 15.9% | 6.0 | 4.2% | -7.1% | -3.4% | 2.8% | 8.4% | i | Spn PMK inh pilot replicates=1.0;Spn MK inh pilot replicates=1.5;DPM-DC inhibit pilot screen %=0.5
O=C1C=C(O)CC(c2ccc(Cl)c(Cl)c2)C1 (stereo not given) | 0.0 | . | 6.0 | -7.9% | 10.2% | 1.5% | 10.1% | 13.8% | i
O=C(OCn1nnc2ccccc2c1=O)C1CCN(S(=O)(=O)c2cccs2)CC1 | 0.0 | -1.8% | 5.0 | -2.1% | -3.2% | -0.5% | -2.2% | 6.1% | i | Spn PMK inh pilot replicates=1.0;Spn MK inh pilot replicates=7.0;DPM-DC inhibit pilot screen %=3.5
CN(C)c1ccc(-c2nn3c(C4CCCCC4)nnc3s2)cc1 | 4.0 | -0.5% | 4.0 | -13.5% | -17.6% | -3.2% | -11.1% | 8.2% | i
Cc1cc(C)c2nc(N3CCN(C)CC3)c(C#N)cc2c1 | 8.0 | 15.1% | 7.0 | -2.7% | -0.8% | -15.8% | 1.1% | 9.7% | i
CN(Cc1ccccc1)S(=O)(=O)c1ccc(NC(=O)C2CCCO2)cc1 (stereo not given) | . | 2.5% | . | 4.6% | -3.3% | -16.2% | 2.4% | 9.2% | .
CN1CCN(CC#CC(C)(O)C2CC3C=CC2C3)CC1 (stereo not given) | 7.0 | -10.2% | 0.0 | 0.5% | -29.2% | -10.4% | -28.1% | 11.6% | i
